IEC-6 cytotox: counter-screen for KLF5 inhibitors: cytotoxicity in IEC-6 cells | inhibition, % at 5 µM | IEC-6 cytotoxicity, luminescence viability | 290,000 compounds, 0.78% hits; in the data active means inhibition above about 22%;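 further: 0% = plate median of test compound wells and 100% = cytotoxic reference compound wells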
HSP90 inh: blocks HSP90-mediated luciferase refolding in reticulocyte lysate; Rabbit reticulocyte lysate, luciferase refolding luminescence, 3 h; inhibition, % at 5.6 µM; 290,000 compounds, 0.91% hits;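 active means inhibition above the screen-wide mean plus 3 SD, computed separately per campaign, cut at about 16% in these data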;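 further: 0% = DMSO wells and 100% = 60 µM geldanamycin wells; inhibitors lower the luminescence because luciferase stays unfolded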
HSF1 inhib: HSF1 inhibition; NIH3T3-HGL HSE-luciferase, MG132-induced, luminescence 8 h; hits give low values; activity change, negative = inhibition, % at 7.5 µM (by protocol); 300,000 compounds, 0.77% hits; AID 2098;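 active means more than half of replicate wells show activity change below -50%, luminescence cut by over half; inconclusive means some wells, but at most half, below -50%; inactive means no replicate well below -50%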;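 further: luciferase reports HSF-1 transcriptional activity via heat shock element; 0% = median of DMSO wells and -100% = zero luminescence signal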
AI-2 QS mod: modulators of Vibrio harveyi AI-2 quorum sensing system. Vibrio harveyi JMH597 AI-2 luminescence/OD600 ratio, 9 h; hits give low values; strain lacks LuxN and CqsS sensors; 0 = neutral-control median. activity change, % at 7.5 µM. 300,000 compounds, 0.4% hits; in the data active means activity change below about -75%, passing the limit was not always enough; inconclusive means no clear call, values can overlap the other calls;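 further: luminescence divided by OD600 gain over 9 h not by final OD600 alone; inactives centre near 13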
GSK3A inh: human GSK-3 alpha kinase inhibition. P49840. ADP-Glo luminescence, 60 min. inhibition, % at 10 µM. 320,000 compounds, 0.1% hits. AID 2650;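 in the data active means inhibition above about 50%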;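 further: GST-tagged GSK-3 alpha with peptide substrate and 25 µM ATP; 0% = DMSO neutral wells and 100% = GW8510 positive control wells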
Target sequence (P49840 whole entry, looked up): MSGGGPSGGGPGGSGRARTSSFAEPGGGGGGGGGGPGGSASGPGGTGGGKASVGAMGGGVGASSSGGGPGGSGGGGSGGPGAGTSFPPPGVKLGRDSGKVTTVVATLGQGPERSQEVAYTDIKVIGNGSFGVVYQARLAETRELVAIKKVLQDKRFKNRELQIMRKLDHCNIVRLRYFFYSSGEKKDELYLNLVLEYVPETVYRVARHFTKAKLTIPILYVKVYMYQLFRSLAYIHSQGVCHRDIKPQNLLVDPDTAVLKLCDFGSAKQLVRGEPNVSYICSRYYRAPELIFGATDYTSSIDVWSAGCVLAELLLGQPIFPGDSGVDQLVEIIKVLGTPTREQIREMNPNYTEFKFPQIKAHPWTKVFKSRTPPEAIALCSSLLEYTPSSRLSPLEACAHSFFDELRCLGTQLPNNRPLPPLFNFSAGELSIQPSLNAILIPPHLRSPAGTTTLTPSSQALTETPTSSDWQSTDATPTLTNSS
GSK3B inh: blocks human GSK3beta kinase activity. GST-GSK3beta kinase, ADP-Glo luminescence, 60 min; hits give low values. 300,000 compounds, 0.038% hits. P49841. AID 2097. activity score (negative = inhibition), % at 10 µM;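 active means more than half of replicate wells score below -50%, meaning over 50% inhibition versus plate controls; inconclusive means some replicates but at most half score below -50%; inactive means no replicate scores below -50%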;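 further: 0% = median DMSO wells and -100% = median GW8510 positive control wells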
Target sequence (P49841 whole entry, looked up): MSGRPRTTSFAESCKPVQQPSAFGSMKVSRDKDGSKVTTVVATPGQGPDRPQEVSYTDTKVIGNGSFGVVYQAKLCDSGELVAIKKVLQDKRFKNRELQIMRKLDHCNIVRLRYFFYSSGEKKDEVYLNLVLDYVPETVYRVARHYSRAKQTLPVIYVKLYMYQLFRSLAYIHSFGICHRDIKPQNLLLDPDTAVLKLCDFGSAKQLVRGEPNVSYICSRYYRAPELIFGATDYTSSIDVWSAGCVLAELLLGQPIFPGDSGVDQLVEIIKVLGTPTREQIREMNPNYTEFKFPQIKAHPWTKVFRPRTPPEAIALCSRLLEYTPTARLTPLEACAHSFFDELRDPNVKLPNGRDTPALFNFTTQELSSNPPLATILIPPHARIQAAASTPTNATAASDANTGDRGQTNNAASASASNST
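Test system – GST-tagged human GSK3beta kinase, cell-free · Incubation – 60 min enzyme reaction, room temperature · Signal – ADP-Glo luminescence · Also added – peptide substrate and ATP at 25 µM · Controls – DMSO neutral wells and GW8510 at 20 µM as positive · Buffer or medium – Tris/MgCl2 kinase buffer · Measure – Luminescence-derived activity versus plate DMSO and GW8510 wells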
HSF-1 act: increases HSF-1 driven luciferase reporter signal; NIH3T3-HGL HSF-1 luciferase reporter, MG132, 8 h; 100% = twice DMSO control signal; activation, % at 9 µM; AID 504408; 300,000 compounds, 1.7% hits;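 active means mean replicate activation of at least 50% with a set share of replicates each reaching 50%; inconclusive means only one of those two conditions met; inactive means mean below 50% and too few replicates reaching it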;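 further: 0% = median of the neutral control wells and 100% = twice that signal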
aSyn UTR inh: MLPCN primary screen, SNCA 5' untranslated region; AID 1813; inhibition, % (tested at 7.5 µM); alpha-synuclein 5'UTR reporter, inhibitor activity; 300,000 compounds, 0.82% hits; in the data active means inhibition above about 60%; inconclusive means no clear call, values can overlap the other calls;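 further: H4 neuroglioblastoma cells stably carrying SNCA 5'UTR luciferase fusion; 0% = DMSO wells and 100% = positive control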
KLF5 inhibitor: inhibitors of KLF5 expression; DLD-1 KLF5 promoter-luciferase reporter, luminescence; inhibition, % at 5 µM; 290,000 compounds, 0.23% hits; AID 1700;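 active means inhibition above a per-plate limit of that plate's mean compound inhibition plus 3 SD, cut at about 60% in these data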;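 further: 0% = DMSO wells and 100% = LY294002 at 200 µM; higher means less KLF5 promoter-driven luciferase light; inactives centre near -14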
PolyA inhibitor: blocks polyadenylation in yeast reporter cells. S. cerevisiae SKY197-pL101 polyadenylation reporter, beta-gal luminescence; efflux-impaired pdr1/pdr3 knockout yeast; score 100 = 6 SD above DMSO. calls only at 12 µM. 300,000 compounds, 0.02% hits;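 active means lowest replicate activity score at least 50, where 100 means six control SD above control mean; inconclusive means lowest score under 50 but half or more replicates reach 50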;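 further: yeast exposed to compound for 9 h at 30 °C; higher score means more reporter readthrough which indicates perturbed polyadenylation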
Numbers without * were called inactive; i = inactive; ? = inconclusive; . = not tested or not shown. An excerpt; rates above refer to the full screens.

SMILES	IEC-6 cytotox	HSP90 inh	HSF1 inhib	AI-2 QS mod	GSK3A inh	GSK3B inh	HSF-1 act	aSyn UTR inh	KLF5 inhibitor	PolyA inhibitor
N#CNC1=NCN(CCc2ccccc2)CN1	1	-1	-9	10	-1	-1	-3	18	-25	i
C=CCN=C1N[C@@H](c2ccccc2)C(C(=O)OC)=C(C)N1CCOC	7	-2	-4	10	3	-1	-2	16	-23	i
CCOC(=O)CC(NC(=O)c1ccco1)c1ccc(OC)cc1 (stereo unspecified)	2	5	-5	3	-3	-1	7	9	11	i
COc1cc(OC)cc(C(=O)Nc2ccc3c(c2)CCCN3C(=O)c2cccs2)c1	-1	0	0	26	1	1	5	2	4	i
O=C(N/N=C/c1ccc(Br)o1)/C(=C/c1ccc([N+](=O)[O-])cc1)NC(=O)c1ccccc1	-2	2	6	29	0	0	12	-30	-2	i
Cc1cc(O)ccc1N=Cc1c(C(F)(F)F)[nH][nH]c1=O	-1	5	1	16	.	2	16	15	-36	i
COc1ccccc1C1C=C(c2ccc(Cl)cc2)Nc2nc(N3C(=O)CCC3=O)nn21 (stereo unspecified)	4	4	.	.	2	.	.	.	-9	.
Cc1ccc(C)c(Nc2c([N+](=O)[O-])cc(C(=O)N3CC(=O)Nc4ccccc43)cc2[N+](=O)[O-])c1	3	2	9	54	-2	-1	19	78*	-2	i
CC1=NN(C(=O)CCc2ccccc2O)C(O)(C(F)(F)F)C1 (stereo unspecified)	-6	-3	11	3	-4	-2	3	20	6	i
CC(C)(C)NS(=O)(=O)c1ccc(N2C(=O)c3ccccc3C2=O)cc1	-2	-2	-5	25	1	0	-2	23	-25	i
Cn1c(=O)n(C)c2cc(NS(C)(=O)=O)ccc21	0	2	?	-7	4	-1	-60	-10	0	i
CCc1ccc(-c2cc(C(F)(F)F)n3nc(C(=O)Nc4c(C)nn(Cc5ccccc5Cl)c4C)cc3n2)s1	2	0	10	26	0	4	13	45	-48	i
CC(=O)Nc1ccc(NC(=O)CN(c2ccc([N+](=O)[O-])cc2)S(=O)(=O)c2ccccc2)cc1	7	2	-6	0	4	2	-9	13	-24	i
CCC(C(=O)NC1CCCC1)N(Cc1cccs1)C(=O)Cn1nnc(-c2ccc(OC)c(OC)c2)n1 (stereo unspecified)	6	2	1	25	-1	-1	5	18	11	i
O=C(Nc1nc(-c2ccccn2)cs1)c1cccc(-n2cnnn2)c1	16	3	-2	21	-3	3	3	83*	9	i
CC(/C=C/c1ccc(N(C)C)cc1)=N\N=C1\NC(=O)CC(C(=O)Nc2ccccc2)S1 (stereo unspecified)	-4	-4	6	16	-3	1	2	-73	-40	i
CC(=O)/C(=N/Nc1ccccc1)Sc1nnc(CCc2ccccc2)n1-c1ccccc1	-7	3	1	16	.	2	13	1	-25	i
O=c1nc(NC2CCCC2)ccn1Cc1cccc(Br)c1	-3	2	4	23	5	-4	4	22	-8	i
CC(=O)C1=C(C)NC(=O)NC1c1ccc2c(c1)OCO2 (stereo unspecified)	-3	1	-2	28	3	0	2	0	-51	i
Cc1cc(=O)oc2c(C)c(OCC(=O)NCCN3CCOCC3)ccc12	-10	-3	-6	28	0	1	5	-3	-12	i
O=C(Cc1ccccc1)Nc1ccccc1C(=O)N1CCCCCC1	-1	-4	10	18	0	4	11	14	-12	i
COc1ccc(-c2cn(-c3ccc(C)cc3)c(=O)n2CC(=O)Nc2ccc(OC)cc2OC)cc1	9	3	-4	10	-1	0	-2	-28	-42	i
CCCn1c2ccccc2c2cnn(CC(=O)NCCCN3CCCCC3)c(=O)c21	-11	-2	10	21	0	1	4	-11	-41	i
COc1cccc(NC(=O)CSc2nnc(-c3cccnc3)o2)c1	.	.	5	9	-3	2	12	-27	.	i
CCN(CC)S(=O)(=O)c1cccc(NC(=O)COC(=O)CNC(=O)c2cccc(F)c2)c1	-2	-2	-4	5	1	0	23	19	7	i
CSCC[C@H](NC(=O)[C@@H]1Cc2ccccc2CN1)C(=O)NC1CCCCC1	-1	3	6	25	-3	-4	-12	-3	0	i
COc1ccc(C2c3ccc(O)cc3Oc3ncn(CCCO)c(=N)c32)cc1 (stereo unspecified)	-5	-2	21	7	2	-5	51*	-3	-8	i
Cc1cc(C)c(OCC(=O)N/N=C/c2ccc3c(c2)OCO3)c(C)c1	-2	-1	-5	9	.	1	-12	1	-2	i
O=C(c1c[nH]c2ccccc12)C(Cl)c1ccccc1 (stereo unspecified)	33*	1	8	-18	-4	4	30	-11	18	i
Cc1ccc2occ(/C=C/C(=O)O)c(=O)c2c1	7	0	20	46	1	0	48	-13	-11	i

Reformatted with bars between the fields: part of the list above
Structure | IEC-6 cytotox | HSP90 inh | HSF1 inhib | AI-2 QS mod | GSK3A inh | GSK3B inh | HSF-1 act | aSyn UTR inh | KLF5 inhibitor | PolyA inhibitor
O=c1nc(NC2CCCC2)ccn1Cc1cccc(Br)c1 | -3 | 2 | 4 | 23 | 5 | -4 | 4 | 22 | -8 | i
CC(=O)C1=C(C)NC(=O)NC1c1ccc2c(c1)OCO2 (stereo unspecified) | -3 | 1 | -2 | 28 | 3 | 0 | 2 | 0 | -51 | i
Cc1cc(=O)oc2c(C)c(OCC(=O)NCCN3CCOCC3)ccc12 | -10 | -3 | -6 | 28 | 0 | 1 | 5 | -3 | -12 | i
O=C(Cc1ccccc1)Nc1ccccc1C(=O)N1CCCCCC1 | -1 | -4 | 10 | 18 | 0 | 4 | 11 | 14 | -12 | i
COc1ccc(-c2cn(-c3ccc(C)cc3)c(=O)n2CC(=O)Nc2ccc(OC)cc2OC)cc1 | 9 | 3 | -4 | 10 | -1 | 0 | -2 | -28 | -42 | i
CCCn1c2ccccc2c2cnn(CC(=O)NCCCN3CCCCC3)c(=O)c21 | -11 | -2 | 10 | 21 | 0 | 1 | 4 | -11 | -41 | i
COc1cccc(NC(=O)CSc2nnc(-c3cccnc3)o2)c1 | . | . | 5 | 9 | -3 | 2 | 12 | -27 | . | i
CCN(CC)S(=O)(=O)c1cccc(NC(=O)COC(=O)CNC(=O)c2cccc(F)c2)c1 | -2 | -2 | -4 | 5 | 1 | 0 | 23 | 19 | 7 | i
CSCC[C@H](NC(=O)[C@@H]1Cc2ccccc2CN1)C(=O)NC1CCCCC1 | -1 | 3 | 6 | 25 | -3 | -4 | -12 | -3 | 0 | i
COc1ccc(C2c3ccc(O)cc3Oc3ncn(CCCO)c(=N)c32)cc1 (stereo unspecified) | -5 | -2 | 21 | 7 | 2 | -5 | 51* | -3 | -8 | i
Cc1cc(C)c(OCC(=O)N/N=C/c2ccc3c(c2)OCO3)c(C)c1 | -2 | -1 | -5 | 9 | . | 1 | -12 | 1 | -2 | i
O=C(c1c[nH]c2ccccc12)C(Cl)c1ccccc1 (stereo unspecified) | 33* | 1 | 8 | -18 | -4 | 4 | 30 | -11 | 18 | i

(listing goes on)
SMILES	IEC-6 cytotox	HSP90 inh	HSF1 inhib	AI-2 QS mod	GSK3A inh	GSK3B inh	HSF-1 act	aSyn UTR inh	KLF5 inhibitor	PolyA inhibitor
Cc1ccc(S(=O)(=O)NNC(=S)NCCc2ccccc2)cc1	1	3	0	18	-2	-3	8	19	-36	i
O=C1c2cccc3cccc(c23)C(=O)N1CCN1CCN(CC(O)COc2ccccc2)CC1 (stereo unspecified)	11	1	23	18	3	1	43	-7	-5	i
CCN(CC)C(=O)N1CCC(NC(=O)c2ccccc2)CC1	5	0	4	24	-4	4	3	2	-10	i
Cc1ccccc1Cn1cnc2c(nnn2Cc2ccc(F)cc2)c1=O	7	2	-1	-2	1	7	13	1	-9	i
O=C(NCCCN1CCOCC1)C(=O)NCc1ccc(Cl)cc1	0	-5	-3	29	0	17	10	16	-17	i
CC1CN(C(=O)c2cccc(C(=O)N3CC(C)OC(C)C3)c2)CC(C)O1 (stereo unspecified)	-3	2	10	0	-1	5	26	12	-15	i
Cc1occc1C(=O)N/N=C/C1=C(N2CCOCC2)C(=C\c2ccc(Cl)cc2Cl)/CC1	2	-2	6	18	2	1	41	-2	27	i
O=C(CCc1nc(-c2ccccc2F)no1)NC1CCN(Cc2ccccc2)CC1	9	3	0	-6	-4	6	21	5	-17	i
COc1cc(/C=N/N2CCOCC2)ccc1OC(=O)c1ccco1	2	1	-7	7	0	-2	5	13	-17	i
[N-]=[N+]=CC(=O)C(c1ccccc1)(c1ccccc1)c1ccccc1	-3	1	5	15	-5	14	6	-13	1	i
CCOc1ccc(CCNC(=O)Cc2nn[nH]n2)cc1OCC	-1	1	-4	4	0	0	7	21	6	i
COc1cccc(C2c3c(C)nn(-c4ccc([N+](=O)[O-])cc4)c3N=C3C(=O)Nc4ccccc4N32)c1 (stereo unspecified)	-4	2	-24	0	1	-1	-28	19	-1	i
C=CCn1c(C23CC4CC(CC(C4)C2)C3)n[nH]c1=S	-3	4	1	6	.	1	2	0	-39	i
COc1ccc2c(c1)-c1nc(NC(=O)c3cccs3)sc1CC2	6	2	8	10	.	-1	44	-122	-34	i
O=C(COc1ccccc1)Nc1nc(-c2ccncc2)cs1	-5	-1	-1	-9	4	0	5	-2	-47	i
Cc1ccc(C)c(-n2c(SCC(=O)Nc3nnc(C)s3)nnc2-c2ccoc2C)c1	-10	-4	-6	3	-2	-2	-2	9	-22	i
CC(C)CC(=O)NCCc1ccncc1	3	9	6	21	1	-1	11	-10	-1	i
COc1ccc2cc(CCNS(=O)(=O)c3c(C)cc(C)cc3C)c(=O)[nH]c2c1	-3	3	-7	44	2	0	20	-2	-27	i
O=C(CCC(=O)N1CCN(S(=O)(=O)c2ccc3ccccc3c2)CC1)Nc1cc(Cl)cc(Cl)c1	0	2	9	3	1	2	32	46	-11	i
Cc1cc(C)cc(NC(=O)CSc2nc3c(oc4ccccc43)c(=O)n2-c2ccccc2)c1	-5	-1	4	18	1	1	-13	47	-14	i
Cc1ccccc1-n1c(-c2ccoc2C)n[nH]c1=S	-3	0	-9	26	-4	-3	8	-2	-9	i
C/C(=N/NC(=O)c1cccc(Br)c1)C1CC2CCC1C2 (stereo unspecified)	2	0	2	14	-1	2	3	-3	-1	i
